# Assay outcomes: PubChem BioAssay, several laboratories
# P. falciparum M17LAP: P. falciparum M17LAP inhibitors, primary screen, biochemical, fluorogenic H-Leu-NHMec substrate, 1536-well (AID 1619). Leucine aminopeptidase (Plasmodium falciparum (isolate 3D7)). 220,000 tested, 0.38% active. recombinant M17LAP, H-Leu-NHMec fluorogenic kinetic assay; higher % means a stronger effect. one-dose inhibition, % at 30 µM; IC50 in µM for titrated hits;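 active = compound inhibiting the enzyme by more than half at any dose during confirmatory dose-response retesting; inconclusive = strong single-dose inhibitors picked by rank but not retested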;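 also: plate controls were full reaction with DMSO carrier for no effect and no enzyme background for full effect; strong numbers were not always called active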
# XIAP displacement: XIAP antagonists, biochemical, IAP family, fluorescence polarization (AID 1018). E3 ubiquitin-protein ligase XIAP (Homo sapiens). XIAP BIR domain, fluorescence polarization peptide displacement; higher % means a stronger effect. 200,000 tested, 0.007% active. one-dose displacement, % at 20 µM; IC50 in µM for titrated hits; in the data active = displacement above about 50%; also: a part of the inactive calls stands beside numbers as strong as those of hits
# human PMI inhibition: inhibitors of human PMI, primary screen, biochemical, fluorescence intensity, coupled assay (AID 1209); 190,000 tested, 0.42% active; purified PMI enzyme, coupled fluorescence intensity; higher % means a stronger effect; inhibition, % at 20 µM; hits with a dose series show IC50 in µM;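 also: plate controls were DMSO vehicle for no effect and wells lacking substrate for full effect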
# Siah-1 displacement: Siah-1 peptide-binding antagonists, primary screen, biochemical, fluorescence polarization, rhodamine-plectin, uHTS (AID 1817); Siah-1 / rhodamine-plectin peptide fluorescence polarization; higher % means a stronger effect; displacement, % at 20 µM, or IC50 in µM where a hit was titrated; 290,000 tested, 0.02% active; E3 ubiquitin-protein ligase SIAH1 (Homo sapiens);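 active = displacement of at least 50% at 20 µM, with a fluorescence ratio check between 0.3 and a set limit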;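 also: plate controls were Siah plus tracer with DMSO for no effect and tracer alone without Siah for full effect; strong numbers were not always called active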
# Dynein cargo inh: inhibitors of GR-EGFP nuclear translocation, primary screen, dynein cargo transport inhibitor project, imaging, high-content, 3617.4 mouse cells. test concentration mostly 20 µM; stimulated with dexamethasone, 1 µM; stronger effect = lower value. z-score, hits read low. 220,000 tested, 0.47% active. AID 1381, 2008;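 active = plate z-score of nuclear minus cytoplasmic receptor signal below a set negative limit, without overly bright fluorescence or cell loss, cut at about -3.5 in these data, passing the limit was not always enough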;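 also: z-score of nuclear minus cytoplasmic ring GR-EGFP intensity difference per well; some compounds called inactive have numbers as strong as hits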
#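 Buffer or medium: tetracycline-free induction medium containing charcoal-stripped FBS / Reagent: dexamethasone agonist, 1.0 µM final, for 30 min / Technique: automated 10x imaging of fixed Hoechst-stained cells / Times: induction 48 h, compound 1 h, agonist 30 min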
# P. falciparum M1AAP: P. falciparum M1AAP inhibitors, biochemical, fluorogenic H-Leu-NHMec substrate, 1536-well (AID 1445); inhibition, % at 30 µM; hits with a dose series show IC50 in µM; recombinant M1AAP, H-Leu-NHMec fluorogenic kinetic assay; higher % means a stronger effect; 220,000 tested, 0.42% active; Aminopeptidase N (Plasmodium falciparum (isolate 3D7));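 active = primary inhibition above the hit cutoff, then over 50% inhibition at one or more dose response concentrations, cut at about 23% in these data, passing the limit was not always enough; inconclusive = conflicting primary data, or primary hits not chosen for dose response; inactive = low primary inhibition, or under 50% at every dose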;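 also: plate controls were DMSO full reaction for no effect and no enzyme background for full effect; strong numbers were not always called active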
# AID2073: inhibitors of Mint1-CaV2.2 protein interaction, biochemical, HTRF (AID 2073) | Voltage-dependent N-type calcium channel subunit alpha-1B (Homo sapiens) | 290,000 tested, 0.19% active | HTRF protein-protein interaction, Mint1-CaV2.2; higher % means a stronger effect | one-dose inhibition, % at 20 µM; IC50 in µM for titrated hits; in the data active = inhibition mostly above about 51%, no sharp cut-off; inconclusive = no clear call, values can overlap the other calls; inactive = mostly below about 53%; also: some results filed as inactive read as strong as hits
# human PMI inhibitors: human PMI inhibitors, high substrate, primary screen, biochemical, fluorescence intensity, high mannose 6-phosphate (AID 1220); inhibition, % at 20 µM, or IC50 in µM where a hit was titrated; Mannose-6-phosphate isomerase (Homo sapiens); 190,000 tested, 0.66% active; recombinant PMI enzyme, coupled fluorescence intensity; higher % means a stronger effect
# LYP phosphatase: inhibitors of LYP phosphatase, biochemical, fluorescence intensity, uHTS (AID 1779); Tyrosine-protein phosphatase non-receptor type 22 (Homo sapiens); recombinant LYP phosphatase, fluorescence intensity; higher % means a stronger effect; inhibition, % at 11.5 µM; hits with a dose series show IC50 in µM; 290,000 tested, 0.054% active;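 also: plate controls were vehicle with enzyme for no effect and no enzyme for full effect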
# Dynein cargo inh cytoplasmic EGFP: further read-out of Dynein cargo inh, marked with its call; z-score; measured here: cytoplasmic GR-EGFP intensity; stronger effect = higher value
# Dynein cargo inh nuclear GR-EGFP: further read-out of Dynein cargo inh, marked with its call; z-score; measured here: nuclear GR-EGFP intensity;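 lower value marks the stronger effect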
# Dynein cargo inh cell count: recorded beside Dynein cargo inh, whose call it bears; z-score; measured here: cell count per field
# An asterisk follows results filed as active; u = inconclusive; x = not tested or not shown. Rule as the data show it, unless noted: active = inhibition above about 50%; inactive = the rest.
SMILES	P. falciparum M17LAP	XIAP displacement	human PMI inhibition	Siah-1 displacement	Dynein cargo inh	Dynein cargo inh cytoplasmic EGFP	Dynein cargo inh nuclear GR-EGFP	Dynein cargo inh cell count	P. falciparum M1AAP	AID2073	human PMI inhibitors	LYP phosphatase
CCOC(=O)C1CCN(S(=O)(=O)c2ccc(OC)c(OC)c2)CC1	0.9%	-4.6%	-14.3%	0.2%	-1.2	-0.168	-0.65	0.948	0.5%	3.9%	-17.6%	-6.1%
O=C(Nc1ncn[nH]1)c1ccc(Cl)cc1Cl	-4.8%	-5.8%	-6.1%	-3.5%	-0.236	-0.196	-0.0938	0.442	7.7%	-11.1%	-3.7%	-5.9%
O=C(CSCc1nc2ccccc2[nH]1)Nc1ccc2ccccc2c1	14.7%	-6.9%	5.7%	1.0%	0.0461	-0.161	-0.0235	-0.367	15.7%	-1.4%	2.5%	-4.4%
Cc1ccc(CNCC(=O)Nc2ccc(N3CCOCC3)cc2)cc1	-0.7%	x	x	8.9%	0.00257	0.801	0.141	0.21	6.7%	-10.2%	x	-6.3%
NS(=O)(=O)c1ccc(NC(=O)Nc2ccc(Cl)cc2)cc1	13.2%	-8.1%	4.5%	-1.9%	0.293	-0.228	0.303	-0.868	3.7%	-9.0%	9.2%	-1.3%
CC(C)(C)N/N=C/c1cc(Cl)cc([N+](=O)[O-])c1O	-19.9%	-6.9%	-35.2%	0.9%	-0.378	-0.244	-0.136	0.368	20.7%	5.5%	-32.5%	1.3%
CC1CN(C(=O)N2CCCCC2)CCN1C(=O)N1CCCCC1 (stereo unspecified)	8.5%	-2.3%	1.3%	8.9%	-0.897	-0.227	-0.524	0.442	7.3%	-0.6%	0.3%	-8.0%
N/C(=N\OC(=O)Cc1ccccc1[N+](=O)[O-])c1cccnc1	0.3%	-0.8%	-0.2%	6.9%	-0.33	-0.31	-0.0696	0.624	6.3%	1.4%	-1.6%	-7.3%
Cc1cccc(NNC(=O)C2CCC2)c1	1.8%	x	x	2.3%	0.911	-0.204	0.144	-0.329	20.1%	-16.0%	x	-5.7%
Cc1nn(CC(=O)Nc2ccccn2)c(C)c1[N+](=O)[O-]	6.7%	-4.6%	-1.1%	-2.6%	-0.453	-0.205	0.0301	1.31	-3.7%	-2.0%	-3.6%	-7.9%
Cc1cc(N2CCN(C)CC2)nc2ccc(NC(=S)N3CCN(c4ccc(Cl)cc4)CC3)cc12	-16.7%	-5.1%	21.9%	-8.8%	1.06	-0.163	0.579	-0.777	-0.7%	16.5%	41.7%	-20.0%
Cc1ccc(CCNC(=O)C23CN(Cc4ccccc4)CC2C(c2cccc([N+](=O)[O-])c2)=NO3)cc1 (stereo unspecified)	-0.7%	-4.7%	-9.5%	-4.3%	-0.842	-0.162	-0.0182	0.0266	8.5%	4.8%	-19.6%	7.4%
CC(C)OCCCNC(=O)NC(=O)c1ccc(Cl)cc1	0.9%	-3.4%	-8.6%	1.6%	-0.213	-0.294	-0.235	-0.227	7.2%	-11.0%	0.1%	-4.5%
CCN(CC)c1nc2n(c(=O)n1)CCN2CC	3.6%	-5.4%	11.5%	5.4%	-0.132	-0.191	-0.252	0.54	-2.5%	-1.5%	-0.2%	-5.1%
CC(=O)Nc1ccc(NC(=O)C(C)OC(=O)C2(c3ccc(F)cc3)CCCC2)cc1 (stereo unspecified)	-3.7%	-3.6%	2.8%	-0.5%	-0.413	-0.302	0.0133	0.0995	0.6%	-1.1%	4.8%	-1.9%
CC(=O)NCCC(=O)Nc1nc(-c2cccs2)c(-c2cccs2)s1	-1.1%	-5.5%	4.4%	-13.7%	-0.755	-0.256	-0.591	0.396	5.3%	8.9%	-0.3%	-7.8%
COc1ccc2c(c1)C=CC1(O2)N(CCO)c2ccccc2C1(C)C (stereo unspecified)	-2.3%	0.2%	10.9%	5.5%	-3.5	1.34	-1.48	-2.12	2.6%	0.5%	43.3%	0.2%
Cc1c(-c2nnc(SCC(=O)O)n2-c2ccccc2Br)nnn1-c1ccccc1	16.2%	-2.5%	-19.2%	-1.5%	-0.698	-0.286	-0.662	1.09	3.0%	-1.0%	-1.8%	0.5%
c1ccc(Cn2c[n+](Cc3ccccc3)cn2)cc1	-1.3%	x	x	10.3%	0.81	-0.242	0.399	-0.634	4.9%	-3.4%	x	-7.0%
Cc1ccc(C)c2[nH]c(=O)c(CN(CC3CCCO3)C(=S)NCc3ccco3)cc12 (stereo unspecified)	3.5%	x	x	-2.8%	-2.26	-0.0689	-0.719	0.748	6.3%	-33.0%	x	-0.2%
CCOC(=O)c1c(C)[nH]c(C(=O)N2CCCC(C(=O)c3cccc(OC)c3)C2)c1C (stereo unspecified)	-1.2%	-21.6%	9.8%	-0.5%	-0.659	-0.272	-0.345	1.07	1.6%	-6.8%	7.2%	-3.8%
O=C(CSc1nnc(CNC(=O)C23CC4CC(CC(C4)C2)C3)n1-c1ccccc1)Nc1ccccc1	-8.0%	-6.5%	11.9%	-0.4%	0.856	-0.215	0.781	-0.577	5.2%	10.2%	7.2%	-0.8%
CC1=C(C(=O)OCc2ccccc2)C(c2ccccc2-c2ccccc2)NC(=O)N1CCCCCC(=O)O (stereo unspecified)	48.9%	-7.8%	-7.1%	14.9%	-0.635	-0.259	0.0798	0.305	11.3%	8.2%	-10.2%	2.1%
Cc1ccc(C2C3=C(CC(C)(C)CC3=O)OC3=C2C(=O)CC(C)(C)C3)cc1	5.3%	-7.3%	5.6%	11.3%	0.0494	-0.32	-0.0649	0.278	1.6%	-1.2%	1.8%	-1.3%
Nc1c(C(=O)CCC(=O)O)oc2ccc(Cl)cc12	11.3%	-7.3%	-29.2%	0.2%	-0.938	-0.285	-0.474	1.1	0.0%	-2.3%	-14.1%	-5.4%
CCOC(=O)C1CCCN(CC(O)COc2cccc(C)c2)C1 (stereo unspecified)	-3.7%	2.6%	-9.1%	0.5%	-0.362	-0.226	-0.486	0.622	4.7%	17.2%	4.0%	-8.0%
Cc1nccn1CCc1nc(N)nc(N)n1	1.0%	-2.0%	6.0%	1.2%	0.176	-0.188	-0.588	0.178	2.2%	-9.9%	7.1%	-0.8%
C#Cc1ccc([C@@H]2C=C(C(=O)Nc3ccccc3)O[C@H](OCC)[C@H]2CCCO)cc1	1.9%	-1.8%	5.4%	4.4%	0.336	-0.219	0.459	-0.229	7.1%	1.5%	-0.5%	-0.3%
COCCN(C(=O)CCc1nnc(CCc2c[nH]c3ccccc23)o1)C(C)C	3.2%	-0.6%	1.1%	14.6%	0.732	-0.261	0.138	-0.11	2.8%	2.0%	-4.5%	-0.5%
Cc1ccccc1-c1nn(-c2ccc(F)cc2F)cc1CNC1CC1	-5.3%	-2.4%	11.5%	1.8%	-0.267	-0.234	-0.172	0.669	-5.2%	3.1%	9.5%	-3.5%
Cc1cccc(Sc2ccc([N+](=O)[O-])cc2[N+](=O)[O-])n1	8.4%	-5.7%	-8.3%	-1.9%	-0.101	-0.279	-0.295	-0.111	6.9%	-13.2%	-2.6%	-0.2%
O=C(NCCc1c[nH]c2ccc(Cl)cc12)c1cccnc1	-9.7%	-10.2%	5.6%	1.7%	-0.717	-0.216	-0.38	0.999	15.4%	-4.8%	0.4%	-9.6%
Nc1ccc(-c2nc3ccc(-c4nc5ccccc5o4)cc3[nH]2)cc1	-1.1%	-3.5%	4.6%	0.0%	0.927	-0.137	0.667	-0.406	10.4%	u	1.4%	-26.6%
Cn1c(=O)c2[nH]c(N3CCOCC3)nc2n(-c2ccccc2)c1=O	0.7%	-2.8%	14.8%	-0.5%	-0.23	-0.0865	0.149	0.192	-0.6%	4.5%	9.4%	-9.7%
COc1ccccc1OCc1nnc(SCC(=O)c2cc(Cl)ccc2OC)o1	4.4%	-2.9%	9.2%	0.5%	-0.668	-0.151	-0.215	0.609	-0.2%	6.2%	5.4%	-8.3%
CCCCc1ccc(CC2S/C(=C(\C#N)C(=O)N3CCOCC3)N(c3ccccc3)C2=O)cc1 (stereo unspecified)	3.5%	-4.3%	-1.4%	0.4%	-0.923	0.0483	-0.266	0.666	14.2%	-9.4%	-13.1%	2.7%
CCC(=O)Nc1ccc(Nc2ccccc2)cc1	1.0%	-6.9%	8.2%	0.5%	-1.1	-0.235	-0.337	0.118	6.3%	-3.4%	9.8%	0.0%
Clc1ccccc1CN1CCN(/N=C/c2ccncc2)CC1	x	-4.4%	-5.9%	-0.1%	1.99	-0.101	1.9	-1.7	x	2.0%	-10.8%	0.7%
Cc1noc(C)c1COC(=O)c1cccc(N(C)C)c1	-1.9%	-7.8%	2.7%	-1.1%	0.313	-0.197	0.0887	0.0689	0.3%	6.5%	6.6%	-4.5%
Cc1ccn2cc(CSc3ccccc3N)nc2c1	-0.4%	-3.8%	11.2%	4.2%	-0.697	-0.133	-0.985	-0.785	9.4%	-0.2%	12.3%	-5.1%
CC(=O)NC12CC3CC(C)(C1)CC(NC(C)=O)(C3)C2	-12.1%	-7.8%	11.4%	-4.6%	-0.984	-0.302	-0.44	0.691	2.6%	-1.3%	10.9%	-4.8%
COc1cc(/C=N\Nc2nc(-c3ccc(C)cc3)c(NC(C)=O)s2)ccc1O	6.4%	x	x	-4.2%	-0.407	-0.207	-0.0753	-0.392	12.8%	-22.4%	x	-0.7%
